PLK1 PBD block: inhibitors of human PLK1 polo-box domain binding | Potency, µM, for inactives: max response, negative = inhibition, most hits filed as inhibitors | AID 720504 | 360,000 tested, 2.8% active | P53350 | Plk1 PBD binding of FITC phosphopeptide, fluorescence polarization; also: potency is read from the fitted curve at half-maximal effect; series mostly up to about 57 µM; % is scaled to controls: 0 for no effect and ±100 for the full control effect; nearly all actives have a fitted effect of over 65% in size
FUS suppressor: rescues growth of FUS-expressing yeast; S. cerevisiae FUS-expressing, growth rescue, OD600, 24 h; Potency, µM (doses to about 76.6 µM), for inactives: at the highest dose growth rescue (activation), actives largely listed as activators; 390,000 tested, 0.24% active; AID 1347120;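 also: potency is read from the fitted curve at half-maximal effect; plate controls were DMSO vehicle for no effect and reference control for full effect; nearly all actives have a fitted effect of over 55% in size; some results filed as inactive show a strong effect at the top dose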
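Yeast expressing FUS under galactose induction, OD 0.005 in 2% galactose medium; compounds in a dilution series, 24 h at 30C. Growth rescue by absorbance at 600 nm; CP55940 positive control, DMSO negative.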
EPAC1 agonist: agonists of human EPAC1; EPAC1 agonist qHTS, biochemical assay; response scale: 100% = response to 6.5 mM cAMP; Potency, µM (series often up to 154 µM), inactives show at the highest dose activation, most hits filed as activators; 360,000 tested, 0.073% active; AID 720707; also: potency is read from the fitted curve at half-maximal effect; nearly all actives have a fitted effect of over 60% in size
Target sequence (O95398 whole entry, looked up): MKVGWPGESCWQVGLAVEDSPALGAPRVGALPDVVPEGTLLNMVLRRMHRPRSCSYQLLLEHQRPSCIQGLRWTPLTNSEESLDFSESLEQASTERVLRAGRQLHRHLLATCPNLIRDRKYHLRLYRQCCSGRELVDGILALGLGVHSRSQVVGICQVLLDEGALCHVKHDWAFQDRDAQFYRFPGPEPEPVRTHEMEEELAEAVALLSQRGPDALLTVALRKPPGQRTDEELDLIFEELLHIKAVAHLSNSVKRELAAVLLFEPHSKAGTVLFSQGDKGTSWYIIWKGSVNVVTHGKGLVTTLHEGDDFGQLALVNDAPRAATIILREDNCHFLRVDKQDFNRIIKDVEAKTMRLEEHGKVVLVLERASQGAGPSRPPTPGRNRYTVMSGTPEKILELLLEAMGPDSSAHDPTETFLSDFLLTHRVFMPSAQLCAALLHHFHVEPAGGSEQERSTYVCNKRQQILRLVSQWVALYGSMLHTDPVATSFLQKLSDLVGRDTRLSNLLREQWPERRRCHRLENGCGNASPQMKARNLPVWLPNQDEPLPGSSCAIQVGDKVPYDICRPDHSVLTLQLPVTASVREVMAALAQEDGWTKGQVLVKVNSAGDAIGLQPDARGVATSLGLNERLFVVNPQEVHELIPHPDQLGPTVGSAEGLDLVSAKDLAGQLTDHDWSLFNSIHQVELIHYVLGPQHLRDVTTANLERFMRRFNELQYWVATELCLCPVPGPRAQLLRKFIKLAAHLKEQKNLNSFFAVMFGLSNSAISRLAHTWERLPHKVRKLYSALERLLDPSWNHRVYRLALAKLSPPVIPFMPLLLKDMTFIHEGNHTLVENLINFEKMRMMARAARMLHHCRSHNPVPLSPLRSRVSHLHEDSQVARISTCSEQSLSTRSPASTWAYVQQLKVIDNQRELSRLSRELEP
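Compounds were pinned as a concentration titration into mixtures of EPAC1 (100 nM), BODIPY-GDP-loaded Rap1B (250 nM) and GDP (50 uM). After 5 min at room temperature, fluorescence was followed for 30 min; activity was scaled to 6.5 mM cAMP.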
WRN helicase inh: blocks human WRN helicase; Q14191; WRN helicase unwinding, fluorescent forked duplex, kinetic; Potency, µM (titrated, usually from 114 µM), inactives show at the highest dose activity change, negative = inhibition, usual class: inhibitors; 360,000 tested, 0.46% active; AID 651768; also: potency is read from the fitted curve at half-maximal effect; % is scaled to controls: 0 for no effect and ±100 for the full control effect; nearly all actives have a fitted effect of over 55% in size
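WRN at 20 nM final was preincubated with compound for 15 min at room temperature; reaction started with 100 nM forked duplex oligonucleotide carrying fluorophore and quencher plus 2 mM ATP (final). Unwinding followed kinetically by red fluorescence (ex 525/em 598 nm).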
PI5P4K alpha inh: inhibitors of human PI5P4K alpha. 330,000 tested, 1.2% active. max response, %. PI5P4Kalpha enzyme, ADP-Glo luminescence, 60 min; active compounds read low; active = max response of -50% or lower; inconclusive = between -30% and -50%; inactive = -30% or higher; also: value at the top dose of about 77 µM; % is scaled to controls: 0 for no effect and ±100 for the full control effect
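Reactions run in 0.038 M HEPES pH 7.4, 0.28 mM EGTA, 0.1% CHAPS and 5% DMSO, with PI5P4Kalpha, substrate, compound and 5 microM ATP final, one hour at room temperature. Readout is ADP-Glo luminescence.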
EPAC1 antagonist: EPAC1 (human) antagonism. AID 720709. 360,000 tested, 0.14% active. O95398. Potency, µM (doses to about 115 µM), for the others: top-dose activity change, negative = inhibition, actives largely listed as inhibitors. EPAC1 GEF assay, Rap1b-BODIPY-GDP exchange fluorescence;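 also: potency is read from the fitted curve at half-maximal effect; plate controls were vehicle for no effect and positive control for full effect; nearly all actives have a fitted effect of over 50% in size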
IL-2 act: activators of IL-2. 360,000 tested, 0.065% active. IL-2 activation reporter assay, cell-based qHTS; stimulated with anti-CD3/CD4/CD28 beads; in transgenic mouse T cells. activation, % (series mostly up to about 46 µM). AID 652025; in the data active = activation above about 50%; inconclusive = mostly about 30% to 49%; also: 0% is about no effect
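EGFP and DsRed fluorescence is measured by plate cytometry in unstimulated transgenic mouse T cells exposed to compound for 60 minutes, then stimulated 18 hours at 37 degrees C with anti-CD3/anti-CD4 beads plus anti-CD28.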
Abeta yeast res: A-beta toxicity reversal in yeast | AID 1347071 | yeast expressing A-beta42, growth rescue, OD600, 48 h; response scale: 0% DMSO, 100% iron-clioquinol control | 410,000 tested, 0.063% active | Potency, µM (titrated, usually from 46.1 µM), inactives show at the top dose growth rescue, most hits filed as activators; also: potency is read from the fitted curve at half-maximal effect; nearly all actives have a fitted effect of over 55% in size
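Yeast A-beta toxicity model in growth medium with pinned compounds, 48 h at 30 C; growth read as absorbance at 600 nm. Normalized to FeCl3/clioquinol equimolar mix (positive) and DMSO (negative).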
Numbers without * were called inactive; ? = inconclusive; . = not tested or not shown; [ ] = another dose, or the depositor's remark. Unless noted, calls follow the shape of the dose curve; as a rule, active = well fitted curve in the direction sought with a large enough effect; inconclusive = small, poorly fitted or top-dose-only effect, or another doubt; inactive = no such curve, though single readings can be large; an effect the other way counts as inactive or inconclusive.

item | Structure | PLK1 PBD block | FUS suppressor | EPAC1 agonist | WRN helicase inh
1 | O=C(NC(=S)Nc1ccc(S(=O)(=O)N2CCCCC2)cc1)c1cccs1 | -9% | . | -2% | 15%
2 | COc1cccc2cc(C(C)N(CCCN3CCOCC3)C(=S)Nc3ccc(C)c(C)c3)oc12 (stereo unspecified) | 5% | 15% | 7% | 0%
3 | COc1ccc(NC(=O)COC(=O)C2=COCCO2)cc1OC | 6% | 10% | -7% | -2%
4 | Cc1cc(C(=O)Nc2ccc(S(=O)(=O)Nc3nccs3)cc2)c(C)o1 | -15% | 15% | 1% | -30%
5 | COC(=O)c1cc2c(ccn2-c2ccc(F)cc2)n1Cc1ccc(C#N)cc1 | -5% | 14% | 0% | 0%
6 | CCN1C(=O)[C@H]2[C@@H](c3ccc(-c4ccc5c(c4)OCO5)c(OC)c3)N[C@@](C)(C(=O)OC)[C@H]2C1=O | -1% | ? | 4% | -3%
7 | O=C(Nc1nnc([C@H]2C[C@H](O)[C@@H](CO)O2)s1)NC(c1ccccc1)c1ccccc1 | -14% | 4% | -8% | -6%
8 | CSc1ncnc2c1ncn2CCCN(C)Cc1ccco1 | -4% | -15% | -5% | -10%
9 | CC(C)N1CCC(N2CCN(C3CCCCC3)CC2CCO)CC1 (stereo unspecified) | -7% | -7% | -3% | -5%
10 | O=C(NC(=S)Nc1nc2ccccc2s1)c1cccs1 | ? | 13% | 10% | 8%

item | PI5P4K alpha inh | EPAC1 antagonist | IL-2 act | Abeta yeast res
1 | 1 | ? | 0.2 | -11%
2 | 0 | -25% | -0.3 | 7%
3 | -11 | 13% | -1.2 | -3%
4 | . | -3% | -1.0 | 2%
5 | -1 | 5% | -1.6 | -15%
6 | 0 | -7% | -0.4 | 11%
7 | -2 | -20% | 0.0 | -16%
8 | -3 | -5% | 1.4 | 7%
9 | -4 | -7% | -0.1 | -4%
10 | -4 | 9% | -0.7 | -2%

Following part.
item | Structure | PLK1 PBD block | FUS suppressor | EPAC1 agonist | WRN helicase inh
11 | COc1ccc(N2C(=O)c3ccccc3NC2c2ccc(OC)c(COc3ccccn3)c2)cc1 (stereo unspecified) | 7% | 25% | 6% | -24%[57.1 µM]
12 | CCOC(=O)CN1CC23C=CC(O2)C(C(=O)Nc2cc(OC)ccc2OC)C3C1=O (stereo unspecified) | 1% | 9% | 8% | 5%
13 | COc1cc(/C=N/NC(=O)C(=O)N2CCCCCC2)ccc1O | 3% | 6% | -4% | -7%
14 | Cc1nc([N+](=O)[O-])c(N2CCN(Cc3ccccc3)CC2)n1Cc1ccccc1 | -4% | 3% | -3% | -10%
15 | CCn1c2ccccc2c2cc(/C=N/n3c(C)nnc3C)ccc21 | -4% | -5% | 0% | 9%
16 | CN1OC[C@@H]2CN(C(=O)NC3CCCCC3)[C@H](c3ccc(N4CCCCC4)cc3)C[C@@H]21 | -8% | -18% | 4% | -1%
17 | COc1ccc(CC(=O)OC2CCCN(C)C2)cc1 (stereo unspecified) | -16% | 4% | 3% | -3%
18 | C=CCn1c(SCC(=O)Nc2ccc(F)cc2F)nnc1-c1cnccn1 | -9% | 14% | 8% | 14%
19 | N#Cc1c2c(c(NCc3ccco3)n3c1nc1ccccc13)CCC2 | -28% | ? | -11% | -11%[11.6 µM]
20 | O=C(N/C=N/OCc1ccc(Cl)cc1Cl)NOCc1c(Cl)cccc1Cl | -6% | 12% | 1% | -7%

item | PI5P4K alpha inh | EPAC1 antagonist | IL-2 act | Abeta yeast res
11 | -12 | 26% | -0.6 | 11%
12 | 3 | 2% | -2.7 | -6%
13 | 5 | -5% | 4.3 | -10%
14 | 1 | 2% | 0.1 | 3%
15 | . | 5% | -1.1 | -9%
16 | -4 | -5% | -0.8 | 11%
17 | 1 | 27% | -0.3 | -13%
18 | 1 | 20% | 4.8 | -8%
19 | -14 | 0% | 1.4 | -18%
20 | -2 | -23% | -0.9 | -10%

Other results.
item | Structure | PLK1 PBD block | FUS suppressor | EPAC1 agonist | WRN helicase inh
21 | CC(C(=O)OCC(=O)c1ccccc1)N1C(=O)c2ccccc2C1=O (stereo unspecified) | 30µM* | 4% | 0% | 10%
22 | CCCCN(C(=O)c1ccc(Cl)c(S(=O)(=O)N2CCOCC2)c1)c1c(N)n(CCC)c(=O)[nH]c1=O | -7% | -2% | 0% | 0%
23 | COc1cccc(/C(C)=N/Nc2ncc(Cl)cc2Cl)c1 | -3% | 7% | 8% | -3%
24 | O=C(Cn1cc(C(F)(F)F)ccc1=O)N/N=C/c1ccccc1 | -7% | 26% | 16% | 5%
25 | O=C(NCC(=O)N1CC=C(c2ccccc2)CC1)c1ccccc1Br | 4% | 7% | 3% | 6%
26 | CCOC(=O)CSc1nc2sccc2c(=O)[nH]1 | 1% | 2% | 6% | -2%
27 | O=c1cccc(-c2cccc3ccccc23)o1 | -15% | 1% | 8% | -1%
28 | COc1cccc(NC(=O)c2oc3ccccc3c2NC(=O)C2CC2)c1 | 1% | -15% | 24% | -16%
29 | COc1cc(C)c(Br)cc1S(=O)(=O)N1CCOCC1 | -2% | -28% | -2% | -14%
30 | O=C(NNC(=S)NC(=O)c1ccc(Br)cc1)c1ccc([N+](=O)[O-])cc1 | ? | 11% | -2% | 8%

item | PI5P4K alpha inh | EPAC1 antagonist | IL-2 act | Abeta yeast res
21 | -8 | 12% | 1.4 | 6%
22 | 1 | 6% | 0.8 | 7%
23 | 2 | -13% | -1.3 | 22%
24 | 1 | 10% | -5.0 | -9%
25 | -7 | -3% | -0.2 | -1%
26 | 2 | 3% | 0.8 | 10%
27 | -21 | -2% | -0.1 | 6%
28 | . | -3% | 2.1 | 7%
29 | 6 | 16% | 0.4 | -8%[9.22 µM]
30 | -7 | -17% | 1.9 | 6%

Later entries:
item | Structure | PLK1 PBD block | FUS suppressor | EPAC1 agonist | WRN helicase inh
31 | O=C(Nc1ccc(OC(F)(F)F)cc1)c1ccc2nccnc2c1 | -24% | 10% | -22% | -2%
32 | Cc1ccc2c(c1)CCCO[C@]21O[C@H](CCO)C[C@H](O)[C@H]1O | -9% | -24% | -6% | -3%
33 | CCC1SC(N)=NC1=O (stereo unspecified) | -3% | -13% | -3% | 7%
34 | O=C(COC(=O)c1cc[n+]([O-])cc1)NCC12CC3CC(CC(C3)C1)C2 | 1% | 12% | -1% | 3%
35 | O=C(NNS(=O)(=O)c1ccc2ccccc2c1)c1cc(-c2ccccn2)nc2ccccc12 | ? | ? | 12% | -11%
36 | Cc1ccnc(NC(=O)Nc2ccc(F)cc2)c1 | -3% | -19% | -6% | 0%
37 | C#CCOCCOCCOCCNc1nc(N2CCN(C(=O)[C@H]([C@@H](C)CC)n3cc([C@@H](N)CC(C)C)nn3)CC2)nc(N2CCN(C(=O)[C@H](Cc3cc4ccccc4[nH]3)n3cc([C@@H](N)Cc4ccc(O)cc4)nn3)CC2)n1 | -16% | 45% | -22% | 11%[11.6 µM]
38 | O=C(NCCOc1ccccc1)c1ccccc1 | -2% | 23% | 1% | -2%
39 | COc1ccc(S(=O)(=O)N(C)C)cc1NC(=O)COC(=O)c1nc2nccc(C)n2n1 | -9% | 5% | -12% | -6%
40 | CN(CC(=O)NC(c1ccccc1)c1ccccc1)Cc1nc2ccccc2c(=O)[nH]1 | 3% | 11% | 0% | -11%

item | PI5P4K alpha inh | EPAC1 antagonist | IL-2 act | Abeta yeast res
31 | 0 | -25% | 0.4 | -6%
32 | 1 | 18% | 1.5 | -18%
33 | -6 | 0% | 0.1 | 2%
34 | 1 | -2% | -0.8 | 8%
35 | -4 | -15% | -0.8 | 20%
36 | -3 | -2% | -0.1 | 1%
37 | -25 | -21% | -0.1 | 3%
38 | . | -19% | 0.6 | -6%
39 | -1 | -19% | 1.2 | 2%
40 | -5 | 2% | 0.1 | -4%

Next section.
item | Structure | PLK1 PBD block | FUS suppressor | EPAC1 agonist | WRN helicase inh
41 | Cc1ncoc1C(=O)Nc1ccccc1-c1ccccc1 | -13% | 25% | 0% | -1%
42 | COC(=O)c1cc2oc(C)cc2n1CC(=O)Nc1ccc(C)c(C)c1 | -8% | 50% | 11% | -13%
43 | CCN(CC)S(=O)(=O)c1ccc(C)c(NC(=O)c2cc(C)oc2C)c1 | 4% | 9% | 3% | -5%[57.1 µM]
44 | CCOC(=O)N1CCC(n2c(=S)[nH]c3ccccc3c2=O)CC1 | -6% | -8% | 7% | -30%
45 | CCn1ncc(C2=NOC(C(=O)Nc3ccccc3C(=O)OC)C2)c1C (stereo unspecified) | -1% | 26% | 9% | -6%
46 | CCCCC[C@H](C)N1C[C@H](COCc2ccccc2)Oc2cc(N3CC[C@H](N(C)C)C3)ccc2S1(=O)=O | -5% | ? | -1% | 0%
47 | CN1/C(=C\C(=O)C[n+]2ccc3ccccc3c2)C(C)(C)c2ccccc21 | -12% | 15% | -4% | 7%

item | PI5P4K alpha inh | EPAC1 antagonist | IL-2 act | Abeta yeast res
41 | . | -6% | 1.3 | 2%
42 | . | -9% | -0.7 | -8%
43 | 0 | ? | -1.6 | 9%
44 | 2 | -7% | 1.2 | 6%
45 | . | 10% | -1.2 | -1%
46 | 21 | 3% | -0.9 | 7%
47 | -6 | -21% | -0.8 | -3%

High-throughput results (PubChem)
